# Screening data (PubChem BioAssay)
# S3 lipid droplet: qHTS Assay for Lipid Storage Modulators in Drosophila S3 Cells. Drosophila S3 cells, BODIPY lipid droplet fluorescence, 18-24 h; cells fed with added oleic acid. Potency in µM for hits, for the others lipid storage change, negative = inhibition, % at the top dose, mostly 46.1 µM. hit rate 0.64% among 320,000; active means well fitted inhibition curve with a large enough effect in the signal ratio, with a control signal flat, not every such curve was filed as active; inconclusive means small, poorly fitted or top-dose-only effect, or effect the other way, or a change in a side signal; the % refers to the signal ratio
#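 Drosophila S3 cells got compounds at several concentrations plus oleic acid (400 uM solution). Laser-scanning cytometry with 488 nm excitation read lipid droplets at 500-530 nm and cells at 575-640 nm. Percent activity was relative to 20 uM Triacsin C.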
# S3 lipid droplet cell count max: further read-out of S3 lipid droplet, marked with its call; cell number change, %; measured here: cell count max response;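 cells counted by Cell Tracker Red CMTPX staining in the red channel; peak over a dose series mostly up to 46.1 µM; percent activity relative to internal control wells on each plate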
# Starred values were filed as active, the others as inactive; i = inactive; ? = inconclusive; . = not tested or not shown; [ ] = dose if it differs, or a comment. On the % scale 0 is the no-effect control and ±100 the full control effect; potency means the concentration at half of the fitted maximal effect. This is a subset, so the mix of outcomes need not match the whole.
SMILES,S3 lipid droplet,S3 lipid droplet cell count max
CCOc1ccc(CNCc2cccnc2)cc1,1%,2
CCC(=O)N1CCN(c2ccc(Cl)cc2NC(=O)Cc2ccc(Cl)cc2)CC1,?,.
Cn1nnnc1SCCNC(=O)C1CCC(=O)N(Cc2ccc(Cl)cc2)C1 (centres undefined),i,-4
Cc1ccc(Cl)c(OCC(O)CN(CCO)CCO)c1 (centres undefined),?,.
NC(=O)c1ccc(-n2c(CCC(=O)O)ccc2-c2cccs2)cc1,2%,7
CCOC(=O)c1sc(Nc2ccc(Br)cc2)nc1C,?,.
CCCCC1C2=C(CCCC2=O)OC2=C1C(=O)CCC2,4%,1
Cc1ccnc(NC(=O)c2cc(S(=O)(=O)NCc3ccccc3)ccc2C)c1,?,.
Cc1ccc(CS(=O)Cc2ccc(C(=O)N3CCOCC3)o2)cc1 (centres undefined),i,8
S=c1[nH]nc(Cc2cccs2)n1-c1ccccc1,-8%,-5
COc1ccccc1N1CCN(C(=O)CNC(=O)c2ccc(Cl)cc2Cl)CC1,?,.
Cc1ccccc1C(=O)NCC(=O)OC(C)C(=O)NC(C)CCc1ccccc1 (centres undefined),?,.
CCC(=O)N1CCN(c2ccc(NC(=O)COc3ccc(C)cc3C)cc2)CC1,i,25
CCN(C(=O)COC(=O)c1c(C)nsc1NC)c1ccccc1,?,.
O=C(COC(=O)c1c2c(nc3ccccc13)/C(=C/c1cccc([N+](=O)[O-])c1)CCC2)NC1CCS(=O)(=O)C1 (centres undefined),18%,-5
COc1ccc(NC(=S)N2CCN(c3ncccn3)CC2)cc1,?,.
O=C(COC(=O)c1ccc[n+]([O-])c1)Nc1ccc(Cl)cc1[N+](=O)[O-],-1%,0
Cc1nn2c(=O)c(NC(=O)c3ccc(Cl)cc3)cnc2s1,-5%,-5
Cc1cccc(NC(=O)CN(C)C(C)C(=O)Nc2ccc(S(=O)(=O)N3CCCC3)cc2)c1C (centres undefined),?,.
Cc1c(NC(=O)C(C)Sc2ccc3ccccc3n2)c(=O)n(-c2ccccc2)n1C (centres undefined),?,.
CN(Cc1cn(Cc2ccccc2)nc1-c1ccc2c(c1)OCO2)Cc1nccn1C,?,.
CCOC(=O)CNC(=O)c1cn(CC(C)C)c(=O)c2cc(OC)c(OC)cc12,9%,1
Cc1cc(C)n(-c2nc3c(c(=O)n(C)c(=O)n3C)n2CCO)n1,?,.
Cc1ccc(CNC(=O)c2cc(=O)c3cc(C)ccc3o2)cc1,5%,2
COc1ccc(C(=O)CCc2ccccc2)cc1,?,.
CSc1ncccc1C(=O)OCC(=O)Nc1ccc2c(c1)CCC2,?,.
N#Cc1c(N)nc(SCC(=O)C23CC4CC(CC(C4)C2)C3)c(C#N)c1-c1ccc(Cl)cc1,-1%,2
COc1ccc(-n2c(CN3CCN(c4ccccn4)CC3)nc3ccc([N+](=O)[O-])cc3c2=O)c(OC)c1,?,.
C(=N\c1nccs1)/c1cccnc1,9%,7
c1ccc2c(c1)c1c3n2CCNC3CCC1 (centres undefined),i,.
COc1ccc(C2CC(=O)C(C=NCCO)=C(O)C2)cc1OC (centres undefined),i,.
CCCC(c1nnnn1CCOC)N(Cc1cc2cc(C)c(C)cc2[nH]c1=O)CC1CCCO1 (centres undefined),?,.
O=C(O)c1cc(C2CC2)nn1-c1ccccc1,?,.
COc1ccc(CC(=O)Nc2ccccc2C(=O)NCCc2ccccc2)cc1,i,8
Cc1ccc(N=Nc2c(C)[nH]n(-c3ccccc3)c2=O)c(C)c1,?,.
CC(C)[C@@H](N)C(=O)N/N=C/c1ccc2nccnc2c1,?,.
CCCCOc1ccc(Nc2cc(Cl)ccc2C(=O)O)cn1,?,.
C=CCNC(=O)N1CCC(n2nccc2NC(=O)CCCc2ccccc2)CC1,?,.
O=C(NCC1CCCO1)c1onc(CSc2ccccc2F)c1C(=O)O (centres undefined),21%,-11
C=CCN(Cc1nc(-c2cc(OC)c3c(c2)OCO3)oc1C)C1CCS(=O)(=O)C1 (centres undefined),-7%,8
O=C(NCCOc1nc(N2CCCCC2)nc(N2CCOCC2)n1)Nc1ccccc1,0.73µM*,-5.2*
COc1ccc(OC)c(C(=O)N2CCC(n3nccc3NC(=O)CC(C)C)CC2)c1,i,14
Cc1nnsc1C(=O)N1CCN(c2cc(C(F)(F)F)ccn2)CC1,0%,-2
CC(=O)c1cnn(-c2ccccc2)c1C,?,.
COCCNC(=O)C/C(C)=N/NC(=O)C(=O)NC1CCCCC1,11%,-1

# Three compounds already listed, ordered by the value under S3 lipid droplet, lowest first.
SMILES,S3 lipid droplet,S3 lipid droplet cell count max
Cc1nnsc1C(=O)N1CCN(c2cc(C(F)(F)F)ccn2)CC1,0%,-2
COCCNC(=O)C/C(C)=N/NC(=O)C(=O)NC1CCCCC1,11%,-1
O=C(NCC1CCCO1)c1onc(CSc2ccccc2F)c1C(=O)O (centres undefined),21%,-11

# An excerpt from above in order of SMILES length, ascending.
SMILES,S3 lipid droplet,S3 lipid droplet cell count max
CCCCOc1ccc(Nc2cc(Cl)ccc2C(=O)O)cn1,?,.
COc1ccc(C2CC(=O)C(C=NCCO)=C(O)C2)cc1OC (centres undefined),i,.
Cc1nnsc1C(=O)N1CCN(c2cc(C(F)(F)F)ccn2)CC1,0%,-2
CCCC(c1nnnn1CCOC)N(Cc1cc2cc(C)c(C)cc2[nH]c1=O)CC1CCCO1 (centres undefined),?,.

# The list goes on:
SMILES,S3 lipid droplet,S3 lipid droplet cell count max
CCOc1cc(/C=C/C(=O)O)ccc1OCCOc1ccc(F)cc1,?,.
COc1cccc(N2CCN(S(=O)(=O)c3ccc(-c4coc(C)n4)cc3)CC2)c1,?,.
CCN(Cc1ccncc1)C(=O)c1ccco1,?,.
Cn1c(=O)oc2cc(S(=O)(=O)NCc3ccncc3)ccc21,1%,-21
CCOc1ccc(C(=O)NCC2OCCc3ccccc32)cc1 (centres undefined),5%,-3
C=C1CCN([C@@H](C)C(=O)OCc2ccc(C)cc2)S(=O)(=O)c2ccccc21,13%,3
O=C(c1ccncc1)N1CCN(C(=O)c2ccco2)CC1,?,.
CCNC(=S)N(CCc1c(C)[nH]c2ccc(C)cc12)Cc1ccco1,?,.
CN(C(=O)CCS(=O)(=O)c1ccc2c(c1)oc(=O)n2C)C1CCCCC1,i,6
Cc1ccc(-n2c(N)c(C(N)=O)sc2=S)c(C)c1,10%,5
CC(C)n1cnc2cc(NC(=O)c3ccco3)ccc21,?,.
CCC[N+](CC#Cc1ccccc1)(CCC)CC(=O)c1ccc(Cl)cc1,10%,4
O=C(NCCN1CCCCC1)Nc1ccc([N+](=O)[O-])cc1,19%,14
COc1ccc(CNC(=O)CN2CCN(c3cccc(C)c3C)CC2)cc1,i,19
O=C(Cc1nc2ccccc2[nH]1)NCc1ccco1,-3%,13
Cc1cccc(Nc2ncnc(N)n2)c1,6%,15
COc1ccc(Cl)cc1N1C(=O)CC(N2CCc3ccccc32)C1=O (centres undefined),0%,.
CC(=O)c1c(Cl)nc2ccc(Br)cc2c1-c1ccccc1,?,.
COC(=O)C1CCN(C(=O)COc2cc3sc(C)nc3c3sccc23)CC1,i,-17
N#Cc1ccccc1NS(=O)(=O)c1cc2c3c(c1)CCC(=O)N3CCC2,11%[0.0737 µM],.
O=C(CCCn1ncn2c(cc3occc32)c1=O)N1CCc2ccccc2C1,?,.
CCOC(=O)c1ccc(NC(=O)CC2Sc3ncnn3C2=O)cc1 (centres undefined),21%,-2
O=C(COc1cccc2cccnc12)NCc1cccs1,i,.
Cc1ccccc1C(=O)NCCCNC(=O)c1ccco1,i,2
O=C(N/N=C/c1ccccc1O)C1SCCCS1,?,.
O=C(COc1cc2oc(=O)c3c(c2cc1Cl)CCC3)NCC(O)c1ccccc1 (centres undefined),?,.
CCN(CC)C(=O)Cn1c(=O)n(CCC(=O)Nc2ccc(F)cc2)c(=O)c2sccc21,i,-3
CCCNC(=O)NC(=O)CSc1ccc(C)cc1C,?,.
Cn1cc(CC(=O)NCc2ccc(F)cc2)c2ccccc21,9%,-1
O=C(NCCc1ccc(Cl)cc1)C1CCN(c2cnccn2)CC1,?,.
CC1CCN(c2ccc(S(=O)(=O)NC3=NCCCCC3)cc2[N+](=O)[O-])CC1,?,.
O=C(N/N=C/c1ccncc1)c1cccc(S(=O)(=O)N2CCCC2)c1,?,.
CC(C)c1ccc(/C=C2\SC(=O)N(CC(=O)NC3CCS(=O)(=O)C3)C2=O)cc1 (centres undefined),2.6µM*,-28*
CN(C)C(=O)c1cccn(Cc2ccc(C(F)(F)F)cc2)c1=O,?,.
COc1ccc(OC)c(C(c2nnnn2CC2CCCO2)N2CCN(C3CCCC3)CC2)c1 (centres undefined),14%,-2
CCCCN(C(=O)CSc1nnc(-c2ccc(OC)cc2)n1C(C)C)c1c(N)n(Cc2ccccc2)c(=O)[nH]c1=O,?,.
COc1ccc(S(=O)(=O)n2ccc(C)n2)cc1C,?,.
O=C(NCC(c1ccco1)N1CCc2ccccc21)c1ccccc1Br (centres undefined),?,.
O=C(CNC(=O)Cc1ccccc1)NCC(=O)OCC(=O)c1ccc(F)cc1,11%,18
COc1cc(CNc2ccc(CNc3ncn[nH]3)cc2)ccc1OCc1ccccc1,?,.
COC(=O)COc1ccccc1/C=C1/NC(=O)NC1=O,?,.
O=C(/C=C/c1ccccc1)OCc1cncs1,?,.
CC(=O)N1CCN(CC(=O)Nc2ccc(SC(F)F)cc2)CC1,5%,6
CC1(C)c2ccccc2N2CC(=O)N[C@@]21/C=C/C=C/c1ccccc1,?,.
CCOC(=O)C(NCc1ccccc1)(NC(=O)c1ccccc1)C(F)(F)F (centres undefined),?,.
COc1cccc(N=C2NC(=O)/C(=C/c3cc([N+](=O)[O-])ccc3O)S2)c1,-20%,.
Cc1cc(C)c(NC(=O)CNC(=O)COC(=O)CNC(=O)c2ccc(Cl)cc2Cl)c(C)c1,9%,-3
O=S(=O)(c1cccc(-c2nnc(-c3cccnc3)o2)c1)N1CCCCC1,3%,5
COC(=O)C1CCN(c2cc(Cl)nc(N)n2)CC1,?,.
CCCC(=O)C1=C(O)C(C(=O)OC)C(C)(C)CC1=NCCc1ccc(OC)c(OC)c1 (centres undefined),13%[9.22 µM],4
O=C(O)COc1ccc(/C=N/NC(=O)C2CCCN2S(=O)(=O)c2ccc(Cl)cc2)cc1 (centres undefined),?,.
COc1ccc(NC(=O)CN(C)C(=O)c2cc3c(s2)CCC(C)C3)cc1 (centres undefined),i,-25
Cc1ccc(S(=O)(=O)NC(=O)NCc2ccc(Cl)cc2)cc1,?,.
CCCCCCCN1CCN=C1Nc1ccccc1,9%,13
CCOC(=O)C1CCN(c2ncnc3c2cnn3-c2ccccc2)CC1,i,7
CCCC(c1nnnn1C1CCCC1)N1CCN(C(=O)c2ccco2)CC1 (centres undefined),?,.
Cc1ccc(C)c(NC(=O)CN(C)C(=O)c2nn(C)c(=O)c3ccccc23)c1,?,.
COc1cccc(NCc2ccc([N+](=O)[O-])s2)c1,?,.
O=C1Nc2c(Br)cc(Br)c3cccc1c23,?,.
OC(COc1ccc(Br)cc1)CN1CCCC1 (centres undefined),5%,24

# Brought forward from above: six entries, followed by the next part.
SMILES,S3 lipid droplet,S3 lipid droplet cell count max
CCOC(=O)C1CCN(c2ncnc3c2cnn3-c2ccccc2)CC1,i,7
CCCC(c1nnnn1C1CCCC1)N1CCN(C(=O)c2ccco2)CC1 (centres undefined),?,.
Cc1ccc(C)c(NC(=O)CN(C)C(=O)c2nn(C)c(=O)c3ccccc23)c1,?,.
COc1cccc(NCc2ccc([N+](=O)[O-])s2)c1,?,.
O=C1Nc2c(Br)cc(Br)c3cccc1c23,?,.
OC(COc1ccc(Br)cc1)CN1CCCC1 (centres undefined),5%,24
COc1cc(/C=C(\C#N)C(N)=O)ccc1OCc1c(C)no[n+]1[O-],-15%,11
COc1cc(/C=N/Nc2nc(N3CCCCC3)nc(N3CCCCC3)n2)ccc1OC(=O)c1ccco1,?,.
COc1ccccc1C(=O)NCCC(=O)N1CCCC(C)C1 (centres undefined),0%,2
CCOC(=O)[C@H]1[C@H]2COc3ccc(C)cc3[C@@H]2N2C(=O)CN(Cc3ccccc3)C(=O)[C@@]12C,?,.
O=c1cc(C(F)(F)F)nc(SCc2cccc3ccccc23)[nH]1,i,.
O=C(O)COCc1nc2ccccc2s1,-10%,-3
CCOC(=O)CSc1nnc(CNC(=O)c2ccc(OC)cc2OC)n1C,7%,-16
COc1ccc(C)cc1S(=O)(=O)N(CC(=O)N1CCOCC1)Cc1ccccc1,i,.
CCOC(=O)C1(Cc2cccc(F)c2)CCN(CC(O)CO)CC1 (centres undefined),-3%,25
COc1ccc(-c2nnc(SCC#CCO)o2)cc1OC,?,.
CCOC(CNC(=O)C1CCN(S(=O)(=O)c2ccc3nc4c(c(C(=O)O)c3c2)CC(C)CC4)CC1)OCC (centres undefined),i,.
COc1ccc(Cc2nnc(SCC(=O)Nc3cc(Cl)ccc3OC)[nH]c2=O)cc1,?,.
Cc1c(CC(=O)NCC(=O)O)c(=O)oc2cc3oc4c(c3cc12)CCCC4,-10%,3

# Profiles as entered above. Screens in order: S3 lipid droplet | S3 lipid droplet cell count max
# COc1ccccc1C(=O)NCCC(=O)N1CCCC(C)C1 (centres undefined) reads 0% | 2
# COc1cc(/C=N/Nc2nc(N3CCCCC3)nc(N3CCCCC3)n2)ccc1OC(=O)c1ccco1 reads ? | .
